WRN inhibitor: WRN helicase (human) inhibition; WRN helicase unwinding, fluorescent forked duplex, kinetic; Potency, µM (highest dose often 114 µM), for the others: at the top dose activity change, negative = inhibition, most hits filed as inhibitors; 360,000 tested, 0.46% active; Q14191; also: potency is read from the fitted curve at half-maximal effect; % is scaled to controls: 0 for no effect and ±100 for the full control effect; nearly all actives have a fitted effect of over 55% in size
Target sequence (Q14191 whole entry, looked up): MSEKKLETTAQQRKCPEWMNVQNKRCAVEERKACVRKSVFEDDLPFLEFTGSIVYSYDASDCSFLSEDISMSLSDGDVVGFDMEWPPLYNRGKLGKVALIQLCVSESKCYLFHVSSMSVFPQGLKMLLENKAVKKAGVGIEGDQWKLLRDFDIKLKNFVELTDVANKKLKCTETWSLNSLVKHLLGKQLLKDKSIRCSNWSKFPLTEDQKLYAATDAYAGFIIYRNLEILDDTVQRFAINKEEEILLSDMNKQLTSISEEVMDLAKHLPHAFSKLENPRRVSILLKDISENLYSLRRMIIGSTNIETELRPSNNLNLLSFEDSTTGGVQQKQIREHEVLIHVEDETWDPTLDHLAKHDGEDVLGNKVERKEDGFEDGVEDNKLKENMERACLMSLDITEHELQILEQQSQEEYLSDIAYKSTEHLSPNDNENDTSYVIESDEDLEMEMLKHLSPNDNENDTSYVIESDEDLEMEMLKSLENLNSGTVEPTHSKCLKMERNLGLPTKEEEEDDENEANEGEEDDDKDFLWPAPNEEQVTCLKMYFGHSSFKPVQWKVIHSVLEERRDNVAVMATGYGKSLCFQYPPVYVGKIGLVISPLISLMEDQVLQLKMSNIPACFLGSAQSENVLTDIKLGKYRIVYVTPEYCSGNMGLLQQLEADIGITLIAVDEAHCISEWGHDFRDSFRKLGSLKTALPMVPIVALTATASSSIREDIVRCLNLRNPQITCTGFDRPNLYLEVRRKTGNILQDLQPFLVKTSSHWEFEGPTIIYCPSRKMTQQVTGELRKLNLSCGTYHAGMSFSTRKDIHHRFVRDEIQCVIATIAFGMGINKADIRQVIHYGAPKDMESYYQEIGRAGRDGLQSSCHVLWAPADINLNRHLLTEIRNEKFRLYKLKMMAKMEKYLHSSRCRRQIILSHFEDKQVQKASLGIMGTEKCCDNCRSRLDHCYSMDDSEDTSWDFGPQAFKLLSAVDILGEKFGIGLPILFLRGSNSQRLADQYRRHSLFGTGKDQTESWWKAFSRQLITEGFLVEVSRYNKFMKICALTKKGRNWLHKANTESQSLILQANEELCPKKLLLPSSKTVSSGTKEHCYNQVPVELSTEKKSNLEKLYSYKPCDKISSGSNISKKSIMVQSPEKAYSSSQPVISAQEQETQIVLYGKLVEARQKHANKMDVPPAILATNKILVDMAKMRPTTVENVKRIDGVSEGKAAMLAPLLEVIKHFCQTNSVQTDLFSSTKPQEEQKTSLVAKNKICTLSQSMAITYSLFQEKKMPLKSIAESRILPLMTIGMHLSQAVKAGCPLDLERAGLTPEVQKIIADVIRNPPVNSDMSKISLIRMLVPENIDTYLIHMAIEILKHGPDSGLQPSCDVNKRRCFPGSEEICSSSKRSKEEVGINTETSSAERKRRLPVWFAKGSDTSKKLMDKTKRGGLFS
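Fluorescence dequenching readout, ex 525 nm/em 598 nm, kinetic mode: forked duplex DNA (100 nM final) with adjacent fluorophore and quencher unwound by WRN (20 nM final) with 2 mM ATP. Compound preincubation 15 min, room temperature.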
MCF10A rereplic: induces DNA re-replication in MCF 10a normal breast cells; MCF 10A DNA re-replication, Hoechst nuclear intensity, 48 h; Potency, µM (titrated, usually from 46.1 µM), inactives show at the highest dose activity, positive = re-replication, most hits filed as activators; 350,000 tested, 2.9% active; AID 624296; also: potency is read from the fitted curve at half-maximal effect; % of control where 0% means no effect; nearly all actives have a fitted effect of over 50% in size
SW480 rerep: DNA re-replication induction in SW480 cells | SW480 DNA re-replication, Hoechst DNA content imaging, 48 h | Potency, µM (doses to about 46.1 µM), inactives show at the top dose re-replication activation, most hits filed as activators | 340,000 tested, 1.8% active; also: potency is read from the fitted curve at half-maximal effect; % of control where 0% means no effect; nearly all actives have a fitted effect of over 55% in size
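Per well, 250 cells were exposed to pinned compound for 48 hr. Nuclear DNA was visualised with Hoechst (40 min, 37 C) and total object intensity recorded by fluorescence scanning.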
HT1080 IDH1KD tx: toxicity to HT-1080 IDH1 knockdown cells (counter line); HT-1080 IDH1 knockdown viability, ATP luminescence, 48 h; Potency, µM (series often up to 46.1 µM), for the others: at the top dose activity, negative = toxicity, hits mostly cytotoxic; 360,000 tested, 2% active; AID 686971;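 also: potency is read from the fitted curve at half-maximal effect; 0% = DMSO wells and -100% = cell-free medium wells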
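% activity derives from luminescence (CellTiter-Glo), normalised to DMSO and no-cell wells. HT-1080-IDH1KD cells, 750/well, had 48 h compound exposure at 37 °C.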
KB-V1 MDR tox: KB-V1 MDR subline cytotoxicity; KB-V1 MDR cells viability, CellTiter-Glo, 72 h; Potency, µM (highest dose often 46.1 µM), without a hit: top-dose activity change, negative = cytotoxicity, hits mostly cytotoxic; 400,000 tested, 3.4% active; also: potency is read from the fitted curve at half-maximal effect; % is scaled to controls: 0 for no effect and ±100 for the full control effect; nearly all actives have a fitted effect of over 60% in size
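KB-V1 MDR subline cells in DMEM (phenol-red free, 10% FBS) exposed to compounds in qHTS concentration series for 72 h at 37 degrees C. Viability read by CellTiter-Glo luminescence; concentration-effect curves fitted after normalization and correction.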
ATXN2 expr inh: reduces ATXN2 reporter expression in HEK-293 cells. HEK-293 ATXN2-luciferase reporter, luminescence, 24 h. 360,000 tested, 0.72% active. Potency, µM (top dose mostly 57 µM), without a hit: top-dose activity change, negative = inhibition, most hits filed as inhibitors; also: potency is read from the fitted curve at half-maximal effect; % is scaled to controls: 0 for no effect and ±100 for the full control effect; nearly all actives have a fitted effect of over 55% in size
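ATXN2-luciferase reporter cells (luciferase flanked by upstream and downstream ATXN2 gene portions) were treated 24 h at 37 °C with compounds at up to 57 uM. SteadyGlo luminescence gave expression; GF-AFC fluorescence gave viability.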
IL-1B inflam inh: blocks inflammasome-driven IL-1 beta release. THP-1 LPS/ATP IL-1B secretion, AlphaLISA, 16 h; stronger effect = lower value. activity change, % at 57.5 µM. 360,000 tested, 4.7% active; in the data active = activity change below about -50%; inconclusive = mostly about -30% to -49%; also: % is scaled to controls: 0 for no effect and ±100 for the full control effect
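Secreted IL-1B measured by AlphaLISA bead assay after 16 h compound exposure of THP-1 cells; compounds (final up to 57.5 uM) added 1 h before LPS (250 ng/mL) and ATP (1.25 mM) stimulation; lower signal means less secretion.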
HT1080-NT tox: kills 2HG-producing HT-1080-NT fibrosarcoma cells. HT-1080-NT fibrosarcoma viability, CellTiter-Glo ATP luminescence, 48 h. Potency, µM (titrated, usually from 46.1 µM), for the others: top-dose activity, negative = less viability, usual class: cytotoxic. 360,000 tested, 1.6% active. AID 686970;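 also: NT is the 2HG producing partner of a matched IDH1 knockdown line; potency is read from the fitted curve at half-maximal effect; 0% = DMSO-treated cells and -100% = media-only wells without cells; nearly all actives have a fitted effect of over 55% in size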
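750 cells/well, RPMI + 5% FBS; 2 h settle, compound pin-transfer, 48 h at 37 degrees C. CellTiter-Glo 10 min RT, luminescence. Normalized to DMSO and media-only wells.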
KB-3-1 tox: kills parental KB-3-1 adenocarcinoma cells; KB-3-1 viability, CellTiter-Glo ATP luminescence, 72 h; Potency, µM (highest dose often 46.1 µM), for inactives: top-dose activity change, negative = cytotoxic, actives largely listed as cytotoxic; 400,000 tested, 1.4% active; also: potency is read from the fitted curve at half-maximal effect; % is scaled to controls: 0 for no effect and ±100 for the full control effect; nearly all actives have a fitted effect of over 60% in size
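KB-3-1 parental drug-naive adenocarcinoma cells in DMEM/10% FBS, incubated 72 h at 37 C with pin-transferred compounds across a concentration series. Viability by CellTiter-Glo luminescence; concentration-response curves fitted after normalization.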
The depositor's hits bear a star; ? = inconclusive; nt = not tested or not shown; [ ] = another dose, or the depositor's remark. Unless noted, calls follow the shape of the dose curve; as a rule, active = well fitted curve in the direction sought with a large enough effect; inconclusive = small, poorly fitted or top-dose-only effect, or another doubt; inactive = no such curve, though single readings can be large; an effect the other way counts as inactive or inconclusive.

SMILES | WRN inhibitor | MCF10A rereplic | SW480 rerep | HT1080 IDH1KD tx | KB-V1 MDR tox | ATXN2 expr inh | IL-1B inflam inh | HT1080-NT tox | KB-3-1 tox
CCOC(=O)C1(Cc2ccc(O)cc2)NC(c2ccccc2F)C2C(=O)N(C)C(=O)C21 (configuration not stated) | 14.2% | ? | 1.7% | 0.5% | 14.6% | -3.3% | 27.6 | 5.1% | -3.0%
CCN1CCN(CC(O)COc2ccc(Cl)cc2)CC1 (configuration not stated) | -34.4%[57.1 µM] | -12.9% | ? | 7.2% | -11.0% | 3.0% | 4.5 | 6.4% | -3.3%
CC(=O)Nc1ccc(Nc2ccc(S(=O)(=O)C(F)(F)F)cc2[N+](=O)[O-])cc1 | 2.3% | 6.7% | 4.6% | -21.1% | -17.6% | -16.1% | -59.9* | -14.6% | -3.4%
Cn1cc(Cl)c(C(=O)Nc2cnn(Cc3ccc(F)cc3)c2)n1 | -27.6% | 2.3% | 3.0% | -1.3% | 0.0% | -6.7% | 15.2 | -6.5% | 9.3%
COc1ccc(C2=NO[C@@H]3C(=O)N(Cc4ccccc4)C(=O)[C@H]23)c(OC)c1 | -11.0% | 0.0% | -3.1% | 8.3% | ? | 2.0% | 9.8 | 11.1% | 3.2%
c1ccc(CN2CCN(c3nc4ccccc4c4ccccc34)CC2)cc1 | -5.7% | ? | 2.9% | 0.4% | -25.2% | -10.5% | 3.9 | -2.0% | -8.4%
COc1cccc(-n2c(SCC(=O)NCC3CCCO3)nc3c(c2=O)SCC3)c1 (configuration not stated) | 8.5% | 1.1% | -9.1% | 1.3% | 7.2% | -9.3% | 7.3 | -5.9% | 10.8%
O=C(Cn1nc(-c2ccccc2)c2ccccc2c1=O)Nc1cccnc1 | -15.9% | 1.1% | 6.5% | 0.6% | 5.3% | 10.8% | 0.0 | -1.7% | 3.3%
O=C(NCCc1ccccc1)C1CC1 | -1.8% | 4.6% | -11.1% | 5.3% | -6.5% | 1.7% | -4.5 | 1.9% | -0.5%
CC(=O)c1cccc(-c2ccnc3c2CC(C(=O)NCC2CC2)O3)c1 (configuration not stated) | -4.7% | nt | nt | ? | -13.4% | -6.4% | 64.6 | ? | ?
C(=C\c1ccco1)/c1ccc2ccccc2n1 | -9.7% | 18.4µM* | -23.6% | 10.3µM* | -6.5% | -30.7% | -21.8 | ? | -3.1%
CCOC(=O)C1=C(C)NC(SCC(=O)O)=C(C#N)C1c1ccco1 (configuration not stated) | -2.2% | 2.4% | -5.4% | 15.7% | 1.4% | 6.6% | 12.4 | 15.0% | 12.6%
CCc1ccc(NC(=O)CSc2nnnn2C)cc1 | -2.6% | 5.4% | -1.2% | -12.3% | -20.9% | nt | -17.1 | 2.4% | 5.9%
COc1ccccc1NC(=O)CC(NC1CCCCC1)C(=O)O (configuration not stated) | -13.6% | -1.3% | nt | 16.2% | 1.8% | 2.1% | 0.0 | 3.2% | 2.3%
Cc1cc(C)n(-c2ncc3c(n2)N(C)CCOC3=O)n1 | -28.7% | 0.2% | -8.9% | 16.9% | 4.1% | -19.7% | -5.2 | 21.5% | 9.4%
COc1ccc(C(CNC(=O)C(=O)NC2CCCCC2)N2CCN(C)CC2)cc1 (configuration not stated) | 3.7% | -0.3% | -5.8% | 2.4% | 0.3% | 2.9% | -7.5 | -1.1% | 11.1%
C=CCn1c(C(CC)CC)nc2ccccc21 | -1.6% | -35.1%[inhibitor] | 3.0% | 10.3% | -9.1% | 1.5% | nt | 14.0% | -4.9%
COC(Cc1n[nH]c(=S)n1-c1ccccc1)OC | 4.0% | -1.5% | -0.3% | ? | -3.8% | 3.7% | -9.4 | 1.7% | -12.9%
COc1ccc(/C(O)=C2/C(=O)C(=O)N(CCN(C)C)C2c2cccnc2)cc1OC (configuration not stated) | -3.5% | -0.7% | ? | 17.7% | 8.3% | -8.4% | -6.4 | 1.9% | 2.7%
Cc1cccc(OCC(=O)N(Cc2ccco2)C2CCS(=O)(=O)C2)c1 (configuration not stated) | 5.2% | 3.9% | 5.7% | 0.5% | -17.6% | -10.1% | 11.4 | 1.1% | -11.8%
CC1(C)CC(=O)C2=C(C1)N1CCCCC1CC2=O (configuration not stated) | 2.4% | -184.2%[0.0737 µM] | -2.0% | 19.9% | ? | 0.4% | 25.4 | -1.3% | 9.1%
CCn1cc(CN2N=C(C)CC2c2ccccc2)c(C)n1 (configuration not stated) | -4.1% | ? | 0.4% | -17.5% | -40.1% | -2.9% | -4.9 | 1.8% | -2.2%
CC(=O)Nc1ccc(SCC(=O)Nc2oc(C)c3c(C)n[nH]c(=O)c23)cc1 | -16.4% | 2.3% | -0.7% | 12.6% | 8.8% | -7.5% | 46.2 | 3.5% | 2.4%
CCOc1cc2c(cc1OCC)C(c1ccc(OC)c(OC)c1)N(c1ccc(C(=O)O)cc1)C(=O)C2 (configuration not stated) | 10.0% | 0.2% | -2.3% | -0.7% | -7.3% | -12.7% | -1.5 | 0.1% | 6.2%
COc1cc(CNc2nc3ccccc3n2Cc2ccccc2)ccc1O | 10.7% | nt | nt | -8.8% | -27.2% | nt | 3.3 | -1.0% | -4.1%
O=C(CC[C@H]1O[C@@H](n2ccc(=O)[nH]c2=O)[C@H](O)[C@@H]1O)N[C@H](Cc1ccccc1)C(=O)NCc1ccc2c(c1)OCO2 | 3.1% | nt | nt | 0.4% | -5.2% | 7.4% | 2.6 | -3.5% | -1.5%
CC1=CC(C)C(C(=O)O)C(C(=O)Nc2cccnc2)C1 (configuration not stated) | -4.6% | -1.6% | -80.4%[inhibitor] | -1.3% | 0.7% | 2.5% | 7.6 | 0.7% | 10.5%
O=[N+]([O-])c1ccccc1Oc1ccc(Cl)c2cccnc12 | 6.3% | -13.3% | -1.0% | -18.7% | 11.5% | -1.0% | -1.4 | -7.7% | -0.8%
O=S(O)OC1CS(=O)(=O)CC1c1ccccc1 (configuration not stated) | 1.7% | -8.4% | -5.8% | -1.0% | -0.9% | 0.2% | 28.1 | 0.2% | 16.1%
CC1(C)Cc2nc(Cl)c(C#N)cc2CO1 | 9.1% | 9.6% | -1.6% | 6.0% | -0.1% | 2.4% | -22.9 | 0.9% | -2.3%
CCCCCC(C)n1[nH]c(=O)cc1N (configuration not stated) | 6.8% | 1.7% | -1.3%[9.22 µM] | 10.6% | 6.1% | -6.1% | 0.0 | 16.0% | 7.4%
CCOC(=O)C(=O)N(C)c1c(CC)nc2c(OCc3cc(Cl)cc(Cl)c3)cccn12 | -0.5% | nt | nt | -23.1% | -1.5% | -19.6% | -14.4 | -17.4% | -0.1%
CCC(C)(C)n1nnnc1C(C(C)C)N(Cc1cccnc1)Cc1ccco1 (configuration not stated) | -2.3% | 10.6% | -37.5%[inhibitor] | -7.2% | -2.8% | -6.4%[11.3 µM] | -2.9 | 17.0% | 0.0%
NC(=O)CSc1ccc(Br)cc1 | 9.4% | 1.6% | -5.8% | 15.9% | 8.6% | 9.9% | 16.4 | 7.7% | -2.7%
O=C(CSc1nc2ccccc2c(=O)n1CC1CCCO1)Nc1ccc(F)cc1 (configuration not stated) | -6.0% | -11.4% | -10.7% | -12.7% | -6.3% | -0.4% | -24.8 | -0.7% | ?
COc1ccc(N(CC(=O)NCCSC2CCCCC2)S(C)(=O)=O)c(OC)c1 | 0.1% | 0.1% | -0.3% | 8.4% | -13.3% | 2.3% | -4.0 | 12.6% | -14.5%
COc1ccc(N(CC(=O)NCc2ccc(F)cc2)C(=O)CCC(=O)Nc2ccccn2)cc1 | -5.5% | 1.4% | -3.0% | 9.0% | ? | -22.6% | -11.4 | -1.9% | 11.3%
Cc1cccc(C(=O)OCC(=O)NC2CCCCCCC2)c1 | 3.1% | 2.5% | 1.2% | -14.9% | 13.1% | -10.9% | -8.3 | -2.9% | 0.0%
O=C(COc1ccccc1Cl)Nc1cc(Cl)ccc1O | -7.1% | -0.5% | 4.6% | 0.9% | 12.1% | nt | 29.9 | 4.2% | -4.8%
Fc1ccc(NC(=S)N2CCSC2c2cccs2)cc1 (configuration not stated) | 0.4% | -2.9% | 4.9% | -2.3% | ? | -8.6% | -0.9 | -2.4% | 9.1%
CCOC(=O)CSc1nnc(C)c(=O)[nH]1 | 0.3% | 0.5% | -3.9%[9.22 µM] | -1.4% | 3.5% | -15.8% | 0.9 | -7.6% | -18.1%
Cc1nnc(SCC(=O)Nc2nccs2)s1 | -6.5% | 0.0% | -8.7% | 2.2% | 27.1% | -7.4% | 13.5 | 2.8% | 6.4%
CC(O)CCc1nc2ccc(C(=O)O)cc2[nH]1 (configuration not stated) | -16.1% | -3.0% | 1.1% | -7.0% | -14.6% | 1.3% | -2.8 | -4.9% | -6.5%
O=C(Cc1c[nH]c2ccccc12)N1CCN(S(=O)(=O)c2cccc(Cl)c2Cl)CC1 | 6.7% | nt | nt | -13.1% | ? | -15.9% | -17.0 | -12.6% | ?
Cc1cc(N2CCN(C)CC2)ccc1NC(=O)c1cccc(S(=O)(=O)N2CCc3ccccc3C2)c1 | 5.2% | ? | ? | -103.0% | -27.4% | -14.0% | -103.4* | ? | ?

Some of these compounds in order of the SW480 rerep value, high to low.
structure	WRN inhibitor	SW480 rerep	IL-1B inflam inh
Cn1cc(Cl)c(C(=O)Nc2cnn(Cc3ccc(F)cc3)c2)n1	-27.6%	3.0%	15.2
COc1ccc(C2=NO[C@@H]3C(=O)N(Cc4ccccc4)C(=O)[C@H]23)c(OC)c1	-11.0%	-3.1%	9.8
O=C(NCCc1ccccc1)C1CC1	-1.8%	-11.1%	-4.5

Assay outcomes (PubChem)
